Vif-A3G inh: qHTS for Inhibitors of Vif-A3G Interactions: qHTS. DNA dC->dU-editing enzyme APOBEC-3G (Homo sapiens), Q9HC16. Potency, µM (top dose mostly 46.1 µM), without a hit: at the highest dose activity, negative = active, most hits filed as inhibitors. HeLa A3G-eYFP + Vif (tagged APOBEC3G with the HIV-1 protein that degrades it), YFP fluorescence, overnight. AID 602310, 2012. actives 0.076% (n = 410,000);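 note: potency is the fitted concentration of half-maximal effect; % is set by controls: 0 for no effect and ±100 for the full control effect; nearly all actives have a fitted effect of over 60% in size; hits raise eYFP signal because A3G escapes Vif-driven loss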
Target sequence (Q9HC16 whole entry, looked up): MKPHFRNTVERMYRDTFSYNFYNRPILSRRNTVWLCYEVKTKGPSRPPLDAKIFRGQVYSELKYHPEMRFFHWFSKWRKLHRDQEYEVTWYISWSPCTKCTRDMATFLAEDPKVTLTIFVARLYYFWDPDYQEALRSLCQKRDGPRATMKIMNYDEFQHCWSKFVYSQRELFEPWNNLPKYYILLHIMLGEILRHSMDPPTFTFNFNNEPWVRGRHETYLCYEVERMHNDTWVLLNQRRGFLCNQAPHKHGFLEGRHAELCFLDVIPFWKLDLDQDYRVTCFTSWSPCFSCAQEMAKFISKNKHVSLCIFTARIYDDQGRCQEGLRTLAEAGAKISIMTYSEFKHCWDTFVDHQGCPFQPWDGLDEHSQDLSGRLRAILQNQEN
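Read-out is eYFP fluorescence (Ex 488/Em 500-530) from Vif-expressing HeLa A3G-eYFP cells; more signal means A3G escaped Vif-mediated degradation. Cells plated overnight, compound pinned in, incubated overnight at 37 deg C.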
USP1 inh: Inhibitors of USP1/UAF1: Primary Screen; Ubiquitin carboxyl-terminal hydrolase 1 (Homo sapiens), O94782; recombinant USP1/UAF1, Ub-Rhodamine cleavage fluorescence; Potency, µM (doses to about 57.1 µM), without a hit: at the highest dose activity change, negative = inhibition, most hits filed as inhibitors; actives 0.23% (n = 390,000); AID 743255, 2014; note: potency is the fitted concentration of half-maximal effect; % is set by controls: 0 for no effect and ±100 for the full control effect; nearly all actives have a fitted effect of over 60% in size; inactives centre near -12
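Step one: compound is pinned into 1nM USP1/UAF1 in HEPES pH 7.8 buffer with TCEP. Step two: 15 min room-temperature incubation. Step three: Ub-Rho (150nM final) starts cleavage, tracked by fluorescence over six one-minute reads.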
mIDH1 inhibitor: qHTS for Inhibitors of mutant isocitrate dehydrogenase 1 (IDH1): qHTS; IDH1-R132H enzyme, NADPH consumption, diaphorase/resazurin fluorescence; Isocitrate dehydrogenase [NADP] cytoplasmic (Homo sapiens), O75874; Potency, µM (series often up to 76.6 µM), for inactives: at the top dose activity change, negative = inhibition, usual class: inhibitors; actives 0.093% (n = 390,000); AID 602179, 2012; note: potency is the fitted concentration of half-maximal effect; % is set by controls: 0 for no effect and ±100 for the full control effect; nearly all actives have a fitted effect of over 65% in size
Target sequence (O75874 whole entry R132H, stated change not applied): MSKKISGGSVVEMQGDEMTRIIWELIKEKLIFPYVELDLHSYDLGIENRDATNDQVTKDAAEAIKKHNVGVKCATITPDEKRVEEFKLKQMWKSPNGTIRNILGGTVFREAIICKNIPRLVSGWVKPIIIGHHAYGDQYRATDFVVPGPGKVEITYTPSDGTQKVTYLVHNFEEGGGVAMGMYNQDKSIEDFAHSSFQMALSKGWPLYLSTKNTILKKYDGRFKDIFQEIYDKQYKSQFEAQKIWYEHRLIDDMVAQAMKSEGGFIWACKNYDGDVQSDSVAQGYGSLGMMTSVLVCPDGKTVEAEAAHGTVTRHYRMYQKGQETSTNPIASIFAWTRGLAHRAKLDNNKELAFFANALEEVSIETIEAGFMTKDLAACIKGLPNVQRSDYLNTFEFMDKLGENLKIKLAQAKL
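IDH1-R132H (0.5 ug/mL) preincubated 30 min with compound, then NADPH (0.016 mM) and alpha-KG (2 mM) added; 80 min at RT, pH 7.5. Remaining NADPH coupled via diaphorase/resazurin to fluorescence (540/590 nm); concentration-response curves normalized to no-enzyme control.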
TrxR1 substrate: qHTS Assay for Substrates of Mammalian Selenoprotein Thioredoxin Reductase 1 (TrxR1): qHTS; Thioredoxin reductase 1, cytoplasmic (Rattus norvegicus), O89049; purified TrxR1 substrate turnover, NADPH consumption readout; Potency, µM (highest dose often 114 µM), for the others: at the top dose activity change, negative = substrate turnover; actives 0.01% (n = 390,000); AID 588456, 2011; note: potency is the fitted concentration of half-maximal effect; % is set by controls: 0 for no effect and ±100 for the full control effect; nearly all actives have a fitted effect of over 50% in size
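Rat TrxR1, dispensed at 90 nM, was prereduced with 400 uM NADPH (final) for 5 min at ~22 deg C, then incubated with compound 15 min before 400 uM selenite. A first-read NADPH fluorescence drop versus no-compound background flagged substrates.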
Vif-APOBEC3F blk: qHTS for Inhibitors of Vif-A3F Interactions: qHTS; HeLa A3F-eYFP + Vif (tagged APOBEC3F with the HIV-1 protein that degrades it), YFP fluorescence increase; actives 0.2% (n = 390,000); Potency, µM (top dose mostly 46.1 µM), without a hit: at the highest dose activity, negative = active; note: potency is the fitted concentration of half-maximal effect; % of control where 0% means no effect; nearly all actives have a fitted effect of over 65% in size
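HeLa cells stably expressing Vif plus C-terminally eYFP-tagged A3F were seeded, incubated overnight at 37 deg C, dosed with compound, incubated overnight again at 37 deg C. Yellow fluorescence (Ex 488/Em 500-530) reported blocked Vif-mediated A3F-eYFP degradation.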
rTrxR1 inhibitor: qHTS Assay for Inhibitors of Mammalian Selenoprotein Thioredoxin Reductase 1 (TrxR1): qHTS. recombinant rTrxR1, NADPH fluorescence consumption, selenite substrate. Potency, µM (titrated, usually from 114 µM), without a hit: at the highest dose activity change, negative = inhibition, most hits filed as inhibitors. actives 1% (n = 390,000). AID 588453, 2011; note: potency is the fitted concentration of half-maximal effect; % is set by controls: 0 for no effect and ±100 for the full control effect; nearly all actives have a fitted effect of over 65% in size
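Rat TrxR1 (90 nM in the dispensed reagent) was pre-reduced with 400 uM NADPH for 5 min at room temperature, then incubated with compound for 15 min. After 400 uM selenite was added, NADPH fluorescence (Ex 340/Em 450 nm) was followed for 8 min.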
RGS4 inh: Inhibitors of Regulator of G Protein Signaling (RGS) 4: qHTS; Potency, µM (highest dose often 114 µM), inactives show at the highest dose activity change, negative = inhibition, actives largely listed as inhibitors; actives 0.039% (n = 390,000); Regulator of G-protein signaling 4 (Homo sapiens), P49798; AID 504845, 2011; Transcreener GDP fluorescence polarization, RGS4-accelerated GTP hydrolysis; note: potency is the fitted concentration of half-maximal effect; % is set by controls: 0 for no effect and ±100 for the full control effect; nearly all actives have a fitted effect of over 75% in size; some results filed as inactive show a strong effect at the top dose
Target sequence (P49798 whole entry, looked up): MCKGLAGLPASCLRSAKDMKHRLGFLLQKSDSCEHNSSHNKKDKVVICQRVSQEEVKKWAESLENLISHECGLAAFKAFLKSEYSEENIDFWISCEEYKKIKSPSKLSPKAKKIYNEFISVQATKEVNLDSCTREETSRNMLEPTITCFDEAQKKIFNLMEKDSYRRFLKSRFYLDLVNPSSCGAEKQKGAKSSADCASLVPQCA
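MLSMR compounds (23 nl, pin-transferred) preincubated 10 min at room temperature with a 500nM (2x) first reagent, then RGS4 at 900nM (2x) plus Transcreener GDP mix added; fluorescence polarization (620/688 nm) read before and after 90 min at 30 °C.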
LDHA inh: qHTS assay for inhibitors of human lactate dehydrogenase. L-lactate dehydrogenase A chain (Homo sapiens), P00338. purified LDHA, NADH/diaphorase-resazurin fluorescence; active compounds read low. activity change, % (values are at about 110 or 230 µM). actives 0.15% (n = 480,000). AID 1347041, 2019; in the data active = activity change below about -30%; inconclusive = mostly about -25% to -30%;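 note: plate controls were DMSO wells for no effect and wells without enzyme for full effect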
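Resorufin fluorescence (ex540/em590), read at 0 and 20 min after diaphorase/resazurin addition, reports the NADH left after a 5 min room-temperature reaction of 2 nM human LDH5 with 0.06 mM NADH and 0.2 mM pyruvate.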
GRP78 ERSR act: qHTS for Inducers of the Endoplasmic Reticulum Stress Response (ERSR) in Human Glioma: qHTS; U87-MG GRP78 promoter luciferase reporter, 16 h; Potency, µM, inactives show top-dose activation, most hits filed as activators; actives 0.02% (n = 420,000); note: potency is the fitted concentration of half-maximal effect; series mostly up to about 76 µM; % of control where 0% means no effect; nearly all actives have a fitted effect of over 35% in size
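ERSR induction read as luciferase luminescence (Bright-Glo, 10 min at room temperature) in stably transfected human U87-MG glioma cells exposed to compounds for 16 h, using GRP78 as sensor.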
* marks the source's active call; other numbers are inactive results; ? = inconclusive; . = not tested or not shown; [ ] = remark or other dose. Unless noted, calls come from the whole dose curve; as a rule, active = well fitted curve in the direction sought with a large enough effect; inconclusive = small, poorly fitted or top-dose-only effect, or another doubt; inactive = no such curve, though single readings can be large; an effect the other way counts as inactive or inconclusive. The list is partial; rates above refer to the full screens.

SMILES	Vif-A3G inh	USP1 inh	mIDH1 inhibitor	TrxR1 substrate	Vif-APOBEC3F blk	rTrxR1 inhibitor	RGS4 inh	LDHA inh	GRP78 ERSR act
CCOC(=O)c1oc2nc(C(C)C)c3c(c2c1N)CCC3	-2%	-19%	1%	144%[activator][57.1 µM]	6%	24%[57.1 µM]	-27%	4	-3%
Cc1ccccc1N1C(=O)[C@@H]2Cc3ccccc3CN2C1=O	0%	3%	5%	-2%[57.1 µM]	3%	-9%[57.1 µM]	17%	1	-3%
Nc1nc(NCc2ccco2)nc(NCCO)c1[N+](=O)[O-]	2%	-5%	0%	-7%	?	-4%	0%	-16	0%
Fc1ccc(N2CCN(c3ncnc4c3nnn4Cc3ccccc3Cl)CC2)cc1	-1%	-22%	-1%	49%[activator]	.	38%[activator]	-11%	-4	1%
CCC1=NN(C(=O)c2cccnc2)C(O)(C(F)(F)F)C1 (stereo not given)	-1%	-13%	7%	-11%	1%	-14%	-20%	2	-5%
COc1ccc([N+](=O)[O-])cc1N(CC(O)CN(CC(C)C)CC(C)C)S(=O)(=O)c1ccccc1 (stereo not given)	2%	?	-6%	-5%[57.1 µM]	1%	9%[57.1 µM]	-9%	-3	-3%
CCOC(=O)CNC(=O)CN1CCCN(S(=O)(=O)c2ccc(Br)s2)CC1	-2%	5%	15%	0%	2%	16µM*	-9%	0	-8%
O=c1cc(N2CCCCC2)c(-c2ccccc2)nn1Cc1cccc(Cl)c1	-13%	-5%	4%	2%[57.1 µM]	0%	-2%[57.1 µM]	-20%	4	-3%
N#Cc1c(NC(=O)CCC(=O)O)sc2c1CCCC2	3%	1%	-1%	-8%	3%	-6%	2%	-2	4%
Cc1cc(-c2nc(C)c(C(=O)NNS(=O)(=O)c3ccc(Cl)cc3Cl)s2)no1	-6%	-22%	2%	3%	6%	11%	-6%	5	-6%
COc1ccc(NC(=O)C2CCC(CNS(=O)(=O)c3csc(C(N)=O)c3)CC2)cc1OC (stereo not given)	-3%	-11%	9%	13%	-28%	13%	-33%	2	2%
Cc1ccccc1-c1nnc(SCC(=O)Nc2ccc(Cl)cc2)n1N	0%	-10%	-3%	-1%	-6%	11%	-20%	-16	2%
Nc1nc(SCC(=O)Nc2cc(C(F)(F)F)ccc2Cl)[nH]c(=O)c1NC(=O)c1ccco1	-1%	-18%	4%	-6%	-29%	-5%	-15%	-9	-3%
COCCn1c(CCC(=O)O)ccc1-c1cccs1	0%	-8%	-1%	20%	-4%	?	-12%	6	-2%
Cn1cccc1/C=N/n1c(-c2ccco2)n[nH]c1=S	0%	-20%	0%	-14%	0%	?	-15%	-5	-3%
COC(=O)Nc1nnc(COc2cccc(C)c2)s1	-5%	-1%	1%	0%[57.1 µM]	-3%	20%[57.1 µM]	-11%	-1	6%
O=C(Nc1nnc(-c2ccccc2)o1)c1cc(-c2cccs2)nc2ccccc12	9%	-22%	-7%	3%	-6%	-11%	-23%	-5	-1%
COC(=O)c1scc(-c2ccc(C)cc2)c1S(=O)(=O)Nc1cc(C)c(Cl)cc1OC	5%	1%	-15%	-6%[57.1 µM]	-3%	25%[57.1 µM]	-5%	1	-3%
CC(C)CCNC(=O)CN1C(=O)c2cccnc2Sc2ccccc21	-1%	12%	-7%	4%[57.1 µM]	-1%	7%[57.1 µM]	4%	0	-1%
Cc1ccc2c(c1)NCC(C(=O)NCc1ccccc1)O2 (stereo not given)	2%	-18%	2%	1%	-1%	18%	4%	-1	-2%

The list goes on; the last two above are carried over.
SMILES	Vif-A3G inh	USP1 inh	mIDH1 inhibitor	TrxR1 substrate	Vif-APOBEC3F blk	rTrxR1 inhibitor	RGS4 inh	LDHA inh	GRP78 ERSR act
CC(C)CCNC(=O)CN1C(=O)c2cccnc2Sc2ccccc21	-1%	12%	-7%	4%[57.1 µM]	-1%	7%[57.1 µM]	4%	0	-1%
Cc1ccc2c(c1)NCC(C(=O)NCc1ccccc1)O2 (stereo not given)	2%	-18%	2%	1%	-1%	18%	4%	-1	-2%
O=C1C(=O)c2ccccc2C(O)=C1c1ccccc1F	-3%	5%	2%	-10%	9%	4%[57.1 µM]	0%	1	-6%
CSc1nc2ccc(NC(=O)NC(=O)c3c(F)cccc3F)cc2s1	0%	-4%	2%	-15%[57.1 µM]	-5%	-10%[57.1 µM]	10%	-7	-1%
CCOc1ccccc1NC(=O)c1cccc(NC(=O)CC(c2ccccc2)c2ccccc2)c1	1%	-18%	2%	6%[57.1 µM]	-4%	31%[57.1 µM]	-11%	-8	-2%
CCn1cc([N+](=O)[O-])c(C(=O)N2CCN(C(=O)c3ccco3)CC2)n1	1%	-3%	0%	-13%	-9%	-20%	12%	-4	-4%
CCC(=O)Nc1c(C)c(CC)nc2ccccc12	2%	-4%	2%	1%	8%	18%	-12%	-5	0%
CCOC(=O)c1cccc(NC(=O)c2ccc3c(c2)nnn3C2CCCC2)c1	0%	-17%	13%	4%[57.1 µM]	1%	30%[57.1 µM]	-4%	0	-3%
Cc1cc2nc(-c3ccc(SCc4ccc(C#N)cc4)nc3)[nH]c2cc1C	0%	-8%	-10%	10%[57.1 µM]	2%	22%[57.1 µM]	2%	-9	3%
CCOC(=O)N1CCN(C(=O)/C(=C/c2ccc(Br)cc2)NC(=O)c2ccc(OC)cc2)CC1	5%	-20%	1%	-5%	0%	-1%	-22%	-5	-3%
COc1ccc(N(CC(=O)Nc2cc(C(=O)O)ccc2C)S(=O)(=O)c2c(C)noc2C)cc1	0%	-11%	-4%	-10%	-11%	-6%	15%	3	-2%
COc1ccc(OC)c(S(=O)(=O)N2CCN(CC(O)CN3CCOCC3)CC2)c1 (stereo not given)	0%	-13%	3%	8%	0%	1%	6%	-4	-1%
CCCc1c(C(=O)N/N=C/c2cccs2)nnn1-c1nonc1N	1%	-13%	-7%	-8%	2%	-3%	-29%[56.9 µM]	-3	5%
CC(C)N1CCN(Cc2cccc(-n3cccn3)c2)CC1CCO (stereo not given)	4%	-25%	-5%	5%	5%	15%	16%	-4	-4%
Cc1cccc(Oc2ccc(S(=O)(=O)N3CCCCC3)cc2N)c1	-3%	-16%	1%	-3%	-7%	-2%	-2%[56.9 µM]	-4	1%
C=CCOc1cccc(/C=N/NC(=O)CC(=O)NC2CCCCC2)c1	-6%	3%	0%	-11%	-2%	-23%	16%	-8	-3%
O=[N+]([O-])c1ccc(NC(=S)N2CCc3ccccc3C2)cc1	0%	-21%	1%	-12%	-2%	-35%	3%	-1	-2%
CCC(=O)n1nc(-c2ccc(Cl)cc2)nc1SC	2%	-3%	11%	-4%	7%	-3%	10%	-11	1%
CCCC1(C2CCCC2)NC(=O)NC1=O (stereo not given)	-5%	-17%	4%	9%[11.4 µM]	-17%	6%[11.4 µM]	2%	0	-2%
CS(=O)(=O)N(CC(=O)N1CCc2ccccc2C1)c1cccc([N+](=O)[O-])c1	-1%	-7%	16%	-11%	-4%	7%[57.1 µM]	-16%	-8	-4%
O=C(NCC(c1cccs1)N1CCOCC1)c1cc(=O)[nH]c2ccccc12 (stereo not given)	-4%	-8%	-9%	0%[57.1 µM]	1%	-4%[57.1 µM]	10%	-1	3%
NS(=O)(=O)c1ccc(NC(=S)N2CCN(c3ccc(Cl)c(Cl)c3)CC2)cc1	0%	-15%	5%	-8%	-7%	-5%	-46%	4	-8%
COc1ccc2c(c1)CCc1c(C(=O)N3CCCCCC3)noc1-2	0%	-7%	1%	1%	2%	11µM*	21%	12	?
CCC(CO)[n+]1c(C)cc(/C=C2\Sc3ccccc3N2Cc2ccccc2)cc1C (stereo not given)	13µM*	-18%	16%	-23%	11µM*	?	-29%	-1	3%
O=C(CCCn1c(=O)c2cccn2c2ccccc21)Nc1cccc(Cl)c1	.	-17%	.	-3%	.	2%	10%	0	.
O=C(Cn1c(=O)oc2ccccc21)Nc1ccc(F)c(F)c1	1%	-17%	1%	-4%	1%	8%	-26%	-2	1%
O=C1CSC(=Nc2cccc(C(=O)O)c2)N1	-4%	-5%	5%	7%[57.1 µM]	13%	5%[57.1 µM]	-6%	-13	0%
COc1cccc(OCC(=O)O/N=C(\N)c2ccncc2)c1	-2%	?	-4%	2%[0.457 µM]	-24%	-5%	2%	-5	8%
COc1ccccc1CNC(=O)C(CCSC)NC(=O)c1cccc(S(=O)(=O)N2CCOCC2)c1 (stereo not given)	2%	-20%	3%	11%[57.1 µM]	1%	14%[57.1 µM]	4%	-6	-3%
